Screens deposited in PubChem by National Center for Advancing Translational Sciences (NCATS).
S3 lipid droplet = qHTS Assay for Lipid Storage Modulators in Drosophila S3 Cells | AID 2685, 2010 | 0.64% of 320,000 active | lipid storage change, negative = inhibition, % at the top dose, mostly 46.1 µM; hits show Potency in µM | Drosophila S3 cells, BODIPY lipid droplet fluorescence, 18-24 h; cells fed with added oleic acid; active means well fitted inhibition curve with a large enough effect in the signal ratio, with a control signal flat, not every such curve was filed as active; inconclusive means small, poorly fitted or top-dose-only effect, or effect the other way, or a change in a side signal; the % refers to the signal ratio
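Laser-scanning cytometry quantifies lipid droplet accumulation (500–530 nm total intensity; droplet/cell object ratio) in oleic acid-fed (400 uM added) Drosophila S3 cells treated with a concentration series. 20 uM Triacsin C defined 100% inhibition.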
S3 lipid droplet cell count max = also measured in S3 lipid droplet; calls as there; cell number change, %; measured here: cell count max response;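 cells counted by Cell Tracker Red CMTPX staining in the red channel; peak over a dose series mostly up to 46.1 µM; percent activity relative to internal control wells on each plate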
The depositor's hits bear a star; i = inactive; ? = inconclusive; nt = not tested or not shown; & = joins results of further samples. On the % scale 0 is the no-effect control and ±100 the full control effect; potency means the concentration at half of the fitted maximal effect. Some of the compounds tested; rates above refer to the full screens.

SMILES	S3 lipid droplet	S3 lipid droplet cell count max
Cc1nonc1NC(=O)CSc1nc2ccccc2[nH]1	5.1%	7.5
O=C(/C=C/c1ccccc1)Nc1cc(C(=O)O)cc(C(=O)O)c1	?	nt
CCOC(=O)c1c(NC(=O)CN2C(=O)NC3(CCCC3)C2=O)sc(C)c1CC	?	nt
NC(=O)CC(NC(=O)c1ccccc1)c1ccc(NCCc2ccc(Cl)cc2)c([N+](=O)[O-])c1 (stereo not given)	?	nt
Cc1ccc(C(=O)NCCCNC(=O)COc2ccccc2Cl)cn1	?	nt
CCOc1ccc(CCNC(=O)CCCn2nc(C)c3c(C)n(-c4ccccc4)nc3c2=O)cc1	?	nt
O=C(CC1SC(N2CCCC2)=NC1=O)Nc1ccc(C(=O)NCc2ccc(F)cc2)cc1 (stereo not given)	-14.8%	5.2
O=C(NCCCN1CCOCC1)C(=O)N/N=C/c1ccc2c(c1)OCO2	3.9%	2.7
CCc1noc(C)c1C(=O)N(CC)CC(=O)NCc1ccc(Cl)cc1	6.6%	5.1
Cn1cnnc1SCC(=O)Nc1ccc(OC(F)F)cc1	?	nt
CCN(CC(=O)Nc1cc(Cl)ccc1C)C(=O)c1ccc2c(=O)n3c(nc2c1)CCC3	-0.5%	20.2
COc1ccc(-c2nnn(CC(=O)NCc3ccccc3)n2)cc1OC	6.7%	-4.1
O=C(O)CCCNC(=O)c1ccc(NC(=O)Cc2ccc(Cl)cc2)cc1	2.8%	12.4
O=C1CC(c2ccco2)CC(O)=C1C=Nc1ccc(Br)cc1 (stereo not given)	?	nt
[N-]=[N+]=NC[C@H](Cc1ccccc1)N1CC[C@@H](O)CCC1=O	3.4%	3.6
Nc1nnnn1CC(=O)OCc1cccc(Br)c1	2.06µM*	4.9*
O=S(=O)(c1ccccc1)N1CCC(N2CCN(c3ccccc3)CC2)CC1	?	nt
COc1ccc(C(=O)CSc2nnc(-c3ccoc3C)n2CC2CCCO2)cc1 (stereo not given)	?	nt
Cc1cccc(-c2nc(CS(=O)CC(=O)NCCc3ccccc3)c(C)o2)c1 (stereo not given)	?	nt
O=C(CCC1CCCN(C(=O)c2ccc3c(c2)OCO3)C1)NCc1ccc(F)c(F)c1 (stereo not given)	?	nt

4 entries out of the list above, arranged by their value in S3 lipid droplet cell count max, highest first.
SMILES	S3 lipid droplet	S3 lipid droplet cell count max
CCN(CC(=O)Nc1cc(Cl)ccc1C)C(=O)c1ccc2c(=O)n3c(nc2c1)CCC3	-0.5%	20.2
O=C(O)CCCNC(=O)c1ccc(NC(=O)Cc2ccc(Cl)cc2)cc1	2.8%	12.4
Nc1nnnn1CC(=O)OCc1cccc(Br)c1	2.06µM*	4.9*
O=C(NCCCN1CCOCC1)C(=O)N/N=C/c1ccc2c(c1)OCO2	3.9%	2.7

Going on with the list.
SMILES	S3 lipid droplet	S3 lipid droplet cell count max
Cc1c(NC(=O)CCC2CCCCC2)cc(C(=O)N2CCOCC2)cc1[N+](=O)[O-]	-17.8%	-32.9
COC(=O)CCc1c(COC(C)=O)[nH]c(C(=O)OCc2ccccc2)c1C	19.0%	12.2
CC[n+]1c(/C=C/c2ccc(OC(C)=O)c(OC)c2)ccc2ccccc21	?	nt
Cc1ccc2nc(NCCO)nc(-c3ccccc3)c2c1	?	nt
O=S(=O)(Nc1nc2ccccc2nc1Nc1ccc2c(c1)OCO2)c1ccccc1	9.1%	6.8
O=C(NCCN1CCN(C(=O)c2ccccc2Cl)CC1)C(=O)NCc1ccccc1	7.4%	-1.3
CC(C)CN1C2CCCC1CC(NC(=S)NCc1ccco1)C2 (stereo not given)	1.4%	9.9
CC(C)CCC(CCNCc1ccccn1)c1ccc2c(c1)OCO2 (stereo not given)	6.2%	8.9
CCCc1nnc(NC(=O)CCC(=O)NCc2ccccc2OC)s1	?	nt
C=CCn1c(P(C)(=O)O)nc2ccccc21	1.7%&4.3%	-0.9
COCCNC(=O)C(c1ccc(F)cc1)N(Cc1cccs1)C(=O)CCC(=O)Nc1ccccn1 (stereo not given)	?	nt
Cc1csc(=O)n1CC(=O)Nc1nc2ccccc2s1	?	nt
COc1ccccc1NC(=O)NCCN1CCCCC1	-2.3%	6.1
CCc1nnc(NC(=O)CCS(=O)(=O)c2ccccc2)s1	?	nt
NS(=O)(=O)c1ccc(N2C(=O)C(=O)/C(=C(/O)c3ccccc3)C2c2ccc(Cl)cc2)cc1 (stereo not given)	1.2%	1.2
COc1ccc(N(C(=O)c2ccc(Cl)cc2)C2=CC3CCC(C2)N3C)cc1 (stereo not given)	?	nt
COC(=O)Nc1ncc(CN2C(=O)c3ccccc3C2=O)s1	?	nt
CCn1cc(CNC(=O)c2cccc([N+](=O)[O-])c2)c(C)n1	-0.8%	4.8
CCCC(=O)Nc1ccc(S(=O)(=O)N2CCOCC2)cc1	-3.6%	-3.5
COc1ccc(/C=C/C2=Nc3ccccc3NC(C)(C)C2)cc1OC	?	nt
Cc1c(/C=N\NC(=O)c2ccc(F)cc2)cnn1C	?	nt
COc1ccc(C/C(N)=N/OC(=O)Cc2ccccc2)cc1	0.5%	2.7
CCCCCN(C(=O)CCC(=O)OCC(=O)N(CC)C1CCCCC1)c1c(N)n(CCCC)c(=O)[nH]c1=O	i	8.4
CCn1c(O)c(N=N)c2ccccc21	?	nt
CC(=O)Nc1ccc(S(=O)(=O)N(C)CC(=O)OCC(=O)c2cc(C)n(-c3ccc4c(c3)OCO4)c2C)cc1	7.8%	2.5
CCc1nn(CC(=O)NCCCN2CCCC2=O)c(=O)c2cc3sccc3n12	?	nt
O=S(Cc1ccc(Br)cc1)Cc1nnc(SCc2ccc(Br)cc2)n1-c1ccccc1 (stereo not given)	?	nt
O=C(Nc1ccc([N+](=O)[O-])cc1)Nc1cnccn1	?	nt
CC(=O)c1c(C)[nH]c(C(=O)CSc2nnc(C3CCCCC3)n2N)c1C	?	nt
O=C1/C(=C\c2ccc([N+](=O)[O-])cc2)CCc2ccccc21	?	nt
O=C(NCc1ccccn1)C1CC(c2ccc(Cl)c(Cl)c2)=NO1 (stereo not given)	?	nt
O=C1NC(=Nc2ccc3ccccc3c2)S/C1=C/c1ccco1	?	nt
CCCC(=O)N1CCN(c2nc3ccc(CC)cc3s2)CC1	?	nt
CCN1C(=NCc2ccccc2)N[C@@H](c2ccccc2)[C@H](C(=O)OC)[C@H]1C	23.5%&25.2%	1.5&-2.4
COC1=C(OC)c2ccccc2C(C(=O)O)N/C1=C(/C)Nc1ccncc1 (stereo not given)	?	nt
C=C(C)C1CC=C(C)/C(=N/NC(=O)c2ccc(NC(=O)CCC)cc2)C1 (stereo not given)	?	nt
O=C(Nc1cccc(-c2ccc(N3CCCCC3)nn2)c1)c1ccco1	?	nt
COC(=O)c1scc(C)c1NS(=O)(=O)c1ccc(NC(C)=O)cc1	3.8%	-11.6
O=C(c1ccccc1)N1CCN=C1SCc1ccc([N+](=O)[O-])cc1	0.8%	12.0
CCC(C)NC(=O)CCSc1ccc(C)cc1 (stereo not given)	4.7%	-4.3
COc1ccc(CCN2C(=O)NC(NS(=O)(=O)c3ccc(Cl)cc3)(C(F)(F)F)C2=O)cc1OC (stereo not given)	1.0%	3.9
COCCNC(=O)Cn1cc(C(=S)N2CCCCC2)c2ccccc21	?	nt
Cc1cccn2c(=O)c3cc(C#N)c(=NC(=O)c4ccncc4)n(CCCOC(C)C)c3nc12	12.6%	-12.9
Cc1nc2ccc(NS(=O)(=O)c3ccc4c(c3)OCCO4)cc2s1	?	nt
CCOc1ccc(CC(=O)OCc2cc(=O)n3cc(Br)ccc3n2)cc1	1.0%	-3.7
O=C(Nc1ccc(Cl)c(Cl)c1)OCCNC(=O)c1ccncc1	6.8%	19.3
COC(=O)c1ccccc1NC(=O)c1cccc(COc2ccccc2Cl)c1	?	nt
O=C(Nc1ccnn1C1CCN(Cc2cccnc2)CC1)c1ccccc1Cl	?	nt
N#Cc1c(NC(=O)CN2CCN(S(=O)(=O)c3ccc4c(c3)OCCO4)CC2)sc2c1CCC2	?	nt
NS(=O)(=O)c1ccc(NC(=O)COC(=O)CCc2ccc(S(=O)(=O)N3CCOCC3)cc2)cc1	?	nt
COc1ccc(N2CCN(C(=O)c3ccc(NS(=O)(=O)c4cccs4)cc3)CC2)cc1	16.8%	14.9
COC(=O)c1cc2ccsc2n1Cc1cccc(F)c1	?	nt
CCOC(=O)C1=C(c2ccccc2)NC(=O)NC1c1ccc(OCC#N)c(OC)c1 (stereo not given)	?	nt
CC(C)C(=O)Nc1ncc(C(F)(F)F)cc1Cl	?	nt
COc1ccc(S(=O)(=O)N(CC(=O)Nc2ccccc2C(=O)N2CCOCC2)c2ccc(F)cc2)cc1	?	nt
CS(=O)(=O)Nc1ccc(C(=O)NCCC2=CCCCC2)cc1	?	nt
CC1(C)Cc2ccccc2C(=NCCCC(=O)O)N1	?	nt
CCOC(=O)C1CCCN(c2cc(C)nc3cc(-c4ccc(F)cc4)nn23)C1 (stereo not given)	-0.3%	-5.6
CC1CCN(c2c(NCc3ccc(C(=O)NCc4cccnc4)cc3)c(=O)c2=O)CC1	20.9%	0.6
Cc1c(Cl)cccc1NC(=O)COC(=O)Cc1ccsc1	?	nt
Other compounds follow.
SMILES	S3 lipid droplet	S3 lipid droplet cell count max
CCN(C(=O)COC(=O)CNC(=O)c1ccc(C)cc1)c1c(N)n(Cc2ccccc2)c(=O)[nH]c1=O	?	nt
COc1cc(OC)c(NS(=O)(=O)c2coc(C(N)=O)c2)cc1Cl	?	nt
Cc1ccc(S(=O)(=O)N2CCC(=O)N(C(COCc3cccc(C(F)(F)F)c3)Cc3ccccc3)CC2)cc1 (stereo not given)	?	nt
CCCCOC(=O)n1c(=O)oc2cc(S(=O)(=O)N3CCCCC3)ccc21	?	nt
CCOc1ccc2c(c1)C(c1ccc(C)cc1)=NNC(c1ccc(C)cc1)=N2	?	nt
Cc1ccc(NC(=O)NC2C(NC(=O)Nc3ccc(C)cc3)N(C)C(=O)N2C)cc1 (stereo not given)	?	nt
Cc1ccc(NC(=O)c2ccc(S(=O)(=O)N3CCCC3)cc2)nc1	?	nt
CC(=O)c1ccc(-c2nnc(CCC(=O)N(C)Cc3c(C)nc4ccccn34)o2)s1	-7.7%	-0.7
CCN(C(=O)CSc1nnc2c3ccccc3n(CC)c2n1)C1CCS(=O)(=O)C1 (stereo not given)	-3.5%	10.8
O=C(CSc1nc2c(cnn2-c2cccc(Cl)c2)c(=O)[nH]1)NCC1CCCO1 (stereo not given)	8.5%	-9.5
NC(=S)N/N=C/c1c(O)ccc2ccccc12	?	nt
O=C(O)CS(=O)(=O)c1ccc(Oc2ccc(S(=O)(=O)CC(=O)O)cc2)cc1	6.9%	6.1
Cc1nc(SCC(=O)NCCc2ccccc2)c2c(=O)n(C)c(=O)n(C)c2n1	?	nt
CCc1nnc(NC(=O)CN2CCN(Cc3cccc(F)c3)CC2)s1	?	nt
COc1cc(/C=C/C(=O)OCC(=O)c2c(N)n(C)c(=O)n(C)c2=O)ccc1O	?	nt
CN(C)S(=O)(=O)c1ccc(C(=O)NCc2cccs2)cc1	i	nt
CCOC(=O)N1CCN(S(=O)(=O)c2ccc3c(c2)SC(C)C(=O)N3)CC1 (stereo not given)	-9.6%	-22.8
COc1ccc(C2OCC3(CO2)SC(N)=NC3=O)cc1 (stereo not given)	i	12.8
COc1ccc(OC)c(NC(=S)N2CCN(C(=O)C3CCCO3)CC2)c1 (stereo not given)	?	nt
CCOC(=O)Cn1c(-c2ccc(Cl)nc2)nc2ccccc21	?	nt

Overlap with the part before: 3 entries, then new ones.
SMILES	S3 lipid droplet	S3 lipid droplet cell count max
COc1ccc(C2OCC3(CO2)SC(N)=NC3=O)cc1 (stereo not given)	i	12.8
COc1ccc(OC)c(NC(=S)N2CCN(C(=O)C3CCCO3)CC2)c1 (stereo not given)	?	nt
CCOC(=O)Cn1c(-c2ccc(Cl)nc2)nc2ccccc21	?	nt
COc1ccccc1NS(=O)(=O)c1cccc(C(=O)NCc2ccco2)c1	3.4%	nt
NC(=O)c1c(NC(=O)C2CC=CCC2C(=O)O)sc2c1CCCCC2 (stereo not given)	i	3.6
NC[C@H]1O[C@H](O[C@H]2[C@H](O)[C@@H](O[C@H]3O[C@H](CO)[C@@H](O)[C@H](N)[C@H]3O)[C@H](N)C[C@@H]2N)[C@H](N)C[C@@H]1O	?	nt
CC(C)CC(NS(=O)(=O)c1ccccc1)C(=O)O (stereo not given)	?	nt
CCCNC(=O)C(Cc1ccccc1C)NC(=O)c1ccc(C(F)(F)F)cc1 (stereo not given)	?	nt
Cc1ccc(OCC(=O)NCCc2c[nH]c3ccccc23)cc1	?	nt
CCCC1(C(=O)O)NC(c2ccc(OC)cc2O)C2C(=O)N(c3ccc(OC)cc3)C(=O)C21 (stereo not given)	?	nt
COc1ccc(Cl)cc1NC(=O)CN(C)C(=O)c1ccc2c(c1)CC(c1ccccc1)OC2=O (stereo not given)	?	nt
Cc1ccccc1OCC(=O)NNC(=O)c1ccc(-n2cncn2)c([N+](=O)[O-])c1	?	nt
COC(=O)c1ccc2nc(C)cc(Nc3ccccc3C)c2c1	-17.0%	-11.0
COc1ccc(N2CCN(C(=O)COC(=O)/C=C/c3ccc(C(F)(F)F)cc3)CC2)cc1	?	nt

A different layout for 2 compounds above.
COc1ccc(Cl)cc1NC(=O)CN(C)C(=O)c1ccc2c(c1)CC(c1ccccc1)OC2=O (stereo not given)
  S3 lipid droplet: ?
  S3 lipid droplet cell count max: nt
Cc1ccccc1OCC(=O)NNC(=O)c1ccc(-n2cncn2)c([N+](=O)[O-])c1
  S3 lipid droplet: ?
  S3 lipid droplet cell count max: nt
